HTR5A inv ag = inverse agonist of human HTR5A in OPRM1-OPRD1 counter-screen. HTR5A cell line, luminescence, inverse agonism. inhibition, % at 9.3 µM. 0.083% of 340,000 active. AID 504634; in the data active means inhibition mostly above about 23%, no sharp cut-off; inactive means mostly below about 18%;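 further: 0% = cells with DMSO and 100% = no-cell wells with DMSO; some compounds called inactive have numbers as strong as hits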
Target sequence (P47898 whole entry, looked up): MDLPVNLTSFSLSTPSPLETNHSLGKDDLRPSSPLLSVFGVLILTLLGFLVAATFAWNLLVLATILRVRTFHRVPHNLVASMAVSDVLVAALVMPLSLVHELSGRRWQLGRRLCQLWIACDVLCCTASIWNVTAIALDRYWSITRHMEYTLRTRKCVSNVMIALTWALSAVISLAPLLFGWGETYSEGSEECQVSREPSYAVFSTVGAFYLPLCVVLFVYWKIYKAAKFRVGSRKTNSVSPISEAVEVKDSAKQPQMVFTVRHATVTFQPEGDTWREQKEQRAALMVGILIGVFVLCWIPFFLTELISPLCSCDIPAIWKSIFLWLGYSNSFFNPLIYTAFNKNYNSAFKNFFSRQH
LANA DNA inh = inhibitors of KSHV LANA C-terminal domain DNA binding. 0.078% of 340,000 active. MBP-C-LANA/FAM-LBS DNA binding, fluorescence polarization. inhibition, % at 9 µM;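 active means highest replicate inhibition at or above 60% at 9 µM, even if other replicates fall short; inactive means all replicates below 60% inhibition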;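 further: 0% = neutral control wells and 100% = 4 µM acridine orange control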
HTR5A ag = activates human HTR5A in OPRM1-OPRD1 agonist counter-screen | 0.61% of 340,000 active | P47898 | AID 504692 | HTR5A agonist assay, luminescence, cell-based | activation, % at 9.3 µM; in the data active means activation mostly above about 9.5%, no sharp cut-off; inactive means mostly below about 7.6%;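 further: 0% = cells with vehicle only and 100% = reference agonist; strong numbers were not always called active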
V-ATPase pHluor = regulators of yeast V-ATPase proton transport | S. cerevisiae, pHLuorin cytosolic pH fluorescence | response, % at 10 µM | 0.37% of 350,000 active; in the data active means response mostly above about 7.3%, no sharp cut-off; inactive means mostly below about 5.4%; further: actives read high; inactives centre near 0; some compounds called inactive have numbers as strong as hits; reference of the scale not given here
MOR-DOR ag = agonists of human mu-delta opioid receptor heterodimerization; 0.3% of 340,000 active; AID 504326; activation, % at 9.3 µM; cells, OPRM1-OPRD1 heterodimerization, luminescence; P35372+P41143; in the data active means activation above about 18%;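 further: 0% = vehicle-treated cells and 100% = reference agonist; values of inactives mirror those of a sister screen read the other way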
Keap1 Nrf2 FP = Keap1-Nrf2 (human) interaction inhibition; Keap1 Kelch-Nrf2 peptide fluorescence polarization, 1536-well; inhibition, % at 9.4 µM; 0.15% of 340,000 active; in the data active means inhibition above about 12%;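 further: human Keap1 Kelch domain with fluorescein labeled Nrf2 9mer peptide probe; 0% = neutral control wells and 100% = peptide positive control; higher means more block of Keap1 binding to Nrf2 peptide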
Target sequence (Q14145 whole entry, looked up, the tested form may be a part): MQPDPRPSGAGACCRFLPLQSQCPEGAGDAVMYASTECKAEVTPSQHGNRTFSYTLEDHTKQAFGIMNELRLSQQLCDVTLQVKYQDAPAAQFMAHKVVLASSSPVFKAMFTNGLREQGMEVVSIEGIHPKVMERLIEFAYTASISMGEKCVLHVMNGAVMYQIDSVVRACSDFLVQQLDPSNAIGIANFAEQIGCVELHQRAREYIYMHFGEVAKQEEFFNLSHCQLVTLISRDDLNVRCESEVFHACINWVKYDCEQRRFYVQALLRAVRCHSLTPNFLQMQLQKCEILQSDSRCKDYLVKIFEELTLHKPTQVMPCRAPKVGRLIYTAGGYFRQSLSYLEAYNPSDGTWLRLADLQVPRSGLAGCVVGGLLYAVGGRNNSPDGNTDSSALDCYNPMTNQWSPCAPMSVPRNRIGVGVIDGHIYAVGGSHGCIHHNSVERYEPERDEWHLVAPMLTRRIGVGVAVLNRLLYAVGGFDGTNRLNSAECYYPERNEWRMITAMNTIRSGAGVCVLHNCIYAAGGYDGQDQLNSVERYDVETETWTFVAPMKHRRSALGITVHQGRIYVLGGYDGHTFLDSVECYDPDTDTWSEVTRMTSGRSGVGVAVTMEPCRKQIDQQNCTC
CAL-PDZ inh HTS = blocks peptide binding to the human CAL PDZ domain. Q9HD26. purified CAL PDZ, TMR-peptide fluorescence polarization, 1 h. inhibition, % at 24.9 µM. 0.92% of 300,000 active. AID 602252;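 active means mean inhibition of at least 30% with at least half of replicates also reaching 30%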;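 further: 0% = DMSO neutral control and 100% = excess unlabeled competitor peptide PRC23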
MOR-DOR inv ag = inverse agonist of human OPRM1-OPRD1 heterodimerization. P35372+P41143. cell-based MOR-DOR heterodimer luminescence, inverse agonism. inhibition, % at 9.3 µM. 0.21% of 340,000 active; in the data active means inhibition above about 22%, passing the limit was not always enough;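 further: 0% = cells with DMSO and 100% = wells without cells with DMSO; values of inactives mirror those of a sister screen read the other way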
RTF Ca sens act = increases calcium sensitivity of human cardiac regulated thin filaments; P19429+P45379; IANBD-labeled TnC RTF fluorescence at EC20 calcium; 0% EC20 calcium, 100% full calcium; activation, % at 7.2 µM; 0.24% of 340,000 active;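 active means activation above the mean over all tested compounds plus 3 SD, cut at about 30% in these data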;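 further: rise in fluorescence read as greater calcium sensitivity of cardiac thin filaments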
RTF Ca sens inh = cardiac RTF calcium desensitization; P19429+P45379; IANBD-labeled cardiac RTF, Ca2+ fluorescence; inhibition, % at 7.15 µM; 0.12% of 340,000 active;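 active means inhibition above the mean inhibition of all tested compounds plus 3 SD, cut at about 17% in these data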;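 further: assay run at fixed EC70 calcium of 1.6 mM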
* marks the source's active call; other numbers are inactive results; . = no result given.

SMILES | HTR5A inv ag | LANA DNA inh | HTR5A ag | V-ATPase pHluor | MOR-DOR ag | Keap1 Nrf2 FP | CAL-PDZ inh HTS | MOR-DOR inv ag | RTF Ca sens act | RTF Ca sens inh
c1cc2nnnn2nc1N1CCCCCC1 | -22 | -1.0 | -3 | -1 | -1.3 | -3 | -2 | 8 | -2 | 0
CCOC(=O)CSc1nnc(COc2ccc3ccccc3c2)o1 | 3 | -2.2 | -1 | 2 | -1.4 | -3 | -7 | 7 | 2 | -4
CC(C)CN1CCC(=O)N(CCSc2ccc(Br)cc2)CC1 | 21 | 2.5 | -8 | -3 | 0.4 | 6 | -5 | -2 | -4 | -4
CC1(C)C(C#N)=C(N)OC2=C1C(=O)CCC2 | 2 | -1.2 | -1 | 1 | 0.0 | -6 | -3 | 0 | 8 | -15
Cc1ccc(C2CC(c3ccccc3C)n3nc(N)nc3N2)cc1 (stereo unspecified) | 5 | -0.4 | -2 | -4 | 0.5 | 2 | . | -3 | 4 | -4
CCOc1ccc(S(=O)(=O)NCCC(=O)N2CCCC(C)C2)cc1 (stereo unspecified) | -3 | 0.9 | 1 | -1 | -2.9 | 1 | -3 | 15 | -5 | -6
COc1ccc(NC(=O)c2nc[nH]c2C(=O)N2CCN(C(=O)OC(C)(C)C)CC2)cc1 | -12 | 0.1 | 2 | 3 | -3.8 | -3 | -5 | 17 | 3 | -11
Nc1nc2ccccc2n1Cc1ccc(Cl)c(Cl)c1 | -5 | 0.3 | 1 | -1 | 1.8 | -4 | -3 | -8 | 1 | -6
COc1cccc(S(=O)(=O)Nc2cccc(C(=O)N3CCCC3)c2)c1 | 12 | 1.4 | -2 | 8 | -1.0 | -1 | -2 | 7 | 3 | -2
C/C(=N\NC(=O)c1ccncc1)c1ccc(NC(=O)c2ccc(Cl)cc2)cc1 | -14 | 0.1 | 6 | 3 | -3.1 | -2 | -5 | 17 | -3 | -4
Cc1cc(OCc2cc(C(=O)NCc3cc(C(C)C)no3)no2)cc(C)c1Cl | -9 | 0.2 | 0 | -2 | 1.6 | -3 | -2 | -11 | 1 | -4
O=C(NCc1ccccn1)C(=O)NCC1OCCN1S(=O)(=O)c1ccc(Br)cc1 (stereo unspecified) | -7 | 0.6 | 2 | 1 | -1.9 | 1 | 9 | 11 | 7 | 1
Brc1ccc(-c2cn3c(n2)CCc2ccc4cccnc4c2-3)cc1 | 2 | -0.1 | -1 | -1 | -2.2 | -4 | 1 | 13 | -4 | -14
NC(=O)c1ccc(NC(=O)COC(=O)C2(c3cccc(F)c3)CCCC2)cc1 | -4 | 2.2 | 1 | -1 | -3.1 | 1 | 1 | 16 | 8 | -6
COc1ccc2[nH]c3c(=O)n(Cc4ccncc4)cnc3c2c1 | -29 | -1.3 | 9 | -3 | -2.6 | -4 | -1 | 14 | 1 | -4
COc1cc(/C=C2\SC(=S)N(Nc3ccccc3)C2=O)cc(OC)c1OC | 3 | 2.4 | -1 | 2 | -0.7 | -10 | -4 | 4 | 9 | -4
C=CCNC(=O)COC(=O)c1c2c(nc3ccccc13)CCC2 | -26 | -1.3 | 1 | 0 | 1.9 | -4 | . | -12 | -2 | 1
Cn1nccc1C(=O)NC1CCCc2c1cnn2-c1ccccc1F (stereo unspecified) | 10 | 0.0 | -3 | -5 | 2.2 | 0 | -2 | -11 | -2 | -14
CC(C)(C)c1cc(NC(=O)c2cccs2)no1 | 13 | -1.3 | 3 | -4 | -1.6 | 1 | -2 | 5 | -1 | -8
CCN(CC)C(=O)C1CC(=O)N(c2ccc(OC)cc2)C1c1ccc(OC)cc1 (stereo unspecified) | -12 | 0.2 | -1 | 0 | -2.1 | 1 | -1 | 13 | -6 | 12
COc1ccc(S(=O)(=O)NCc2ccc(C(=O)N3CCN(Cc4ccccc4)CC3)cc2)cc1 | -4 | -0.6 | 2 | -2 | -2.1 | -8 | -4 | 11 | -2 | -4
Cc1cc(NC(=O)c2ccc(S(=O)(=O)N(C)C)cc2)no1 | -6 | -1.3 | 6 | -2 | -2.7 | -6 | 1 | 17 | -5 | 9
CCn1c(NC(=O)Nc2cccc(C)c2C)cc2sccc21 | -11 | -1.6 | 4 | 4 | 0.1 | -9 | . | -1 | 21 | -16
COc1ccc(-c2nc3ccccc3c(=O)n2CCCn2ccnc2)cc1 | -4 | 1.0 | 1 | -1 | -2.6 | -3 | -2 | 13 | -1 | -7
O=c1cc(-c2ccc(O)c(O)c2)oc2c(C3O[C@H](CO)[C@@H](O)[C@H](O)[C@H]3O)c(O)cc(O)c12 (stereo partly specified) | 10 | 23 | -4 | 0 | -1.5 | -5 | -2 | 8 | 0 | 6

New compounds follow:
SMILES | HTR5A inv ag | LANA DNA inh | HTR5A ag | V-ATPase pHluor | MOR-DOR ag | Keap1 Nrf2 FP | CAL-PDZ inh HTS | MOR-DOR inv ag | RTF Ca sens act | RTF Ca sens inh
Nc1ccn(C2CCCCO2)c(=O)n1 (stereo unspecified) | -11 | -0.7 | 3 | -4 | -2.4 | -2 | 3 | 10 | -5 | 4
CC(C)CC(c1nnnn1C(C)(C)C)N1CCN(Cc2ccccc2)CC1 (stereo unspecified) | -16 | -1.5 | -1 | 3 | 1.6 | 1 | 0 | -8 | 9 | -4
Fc1ccccc1N1CCN(C(c2ccccn2)c2nnnn2C2CCCCC2)CC1 (stereo unspecified) | -4 | -1.0 | -3 | -1 | 2.0 | -3 | -2 | -11 | 0 | -5
O=C(COC(=O)/C=C/c1ccco1)NCCN1C(=O)CSC1=O | -9 | 6.0 | 3 | -6 | -1.6 | -3 | -3 | 8 | 7 | -2
COc1ccc(C(C)=O)cc1COc1ncnc2ccccc12 | -13 | 2.7 | 5 | -2 | -1.1 | 4 | -5 | 6 | -1 | 1
CCN1C(=O)[C@@H]2[C@@H](c3ccc(-c4cccc(Cl)c4)cc3)N3CCC[C@@]3(C(=O)OC)[C@@H]2C1=O | -17 | -2.7 | 5 | 3 | 1.3 | -9 | 1 | -7 | 16 | 2
CCC(C)Sc1nc2c(c(=O)[nH]1)C(c1cccs1)C1=C(CCCC1=O)N2 (stereo unspecified) | -5 | -0.4 | 2 | 3 | 9.5 | -5 | -5 | -56 | 6 | -10
Cc1cc(C(=O)NNC(=O)CCCOc2ccccc2)c(C)o1 | -17 | 0.1 | 1 | 3 | 0.2 | -5 | -3 | -1 | 0 | -9
CCn1c(SCC(=O)Nc2ccc(N3CCOCC3)cc2)nnc1-c1ccc(OC)cc1 | 13 | -0.3 | 5 | -2 | -2.5 | -2 | . | 13 | 5 | -2
COc1ccc(CC(=O)NC2CCN(CC(=O)Nc3ccc4c(c3)OCCO4)CC2)cc1OC | -17 | 1.6 | -4 | 0 | -1.9 | 3 | . | 8 | 7 | -7
N#Cc1nc(COc2ccccc2)oc1N1CCN(Cc2ccccc2)CC1 | -5 | -1.2 | 3 | -2 | -0.1 | 4 | -4 | 0 | 0 | -6
CCN(C(=O)COC(=O)c1cccnc1SC)c1c(N)n(Cc2ccccc2)c(=O)[nH]c1=O | -11 | -0.6 | 4 | -3 | -2.4 | -5 | -1 | 10 | -3 | -10
c1ccc(Cn2ccnc2SCc2nnc(-c3ccccc3)o2)cc1 | 16 | -1.0 | 5 | -3 | -0.4 | -2 | -3 | 2 | -8 | 3
Cc1cc(-c2ccc(C)c(S(=O)(=O)N3CCN(c4ccc([N+](=O)[O-])cc4)CC3)c2)on1 | 4 | 1.2 | -3 | 0 | -1.3 | 1 | -3 | 7 | 6 | -2
OCCC1CN(Cc2cnc(-c3ccccc3)s2)CCN1CCc1ccccc1 (stereo unspecified) | -15 | -0.7 | -7 | -1 | 1.7 | 1 | -2 | -12 | -6 | 2
CCOc1cc(/C=N/N=C2/NC(=O)C(CC(=O)O)S2)ccc1OCc1ccc(Cl)cc1 (stereo unspecified) | -9 | 1.8 | 4 | -1 | -1.8 | 1 | -3 | 11 | -5 | -6
COc1ccc(Br)cc1/C=N/n1nnnc1N | 2 | 1.3 | -1 | -11 | 0.4 | 6 | -8 | -2 | -5 | -4
CCOC(=O)c1cc(-c2ccc(C)cc2)n(CC(=O)NCc2ccco2)c1C | -14 | -0.5 | 4 | -2 | 3.4 | -2 | -4 | -20 | 4 | -3
Cc1cc(C(F)(F)F)c2c(=O)[nH]c(=O)n(Cc3ccccc3)c2n1 | -31 | 1.6 | -7 | 2 | 7.7 | -7 | -2 | -44 | -2 | -13
COc1cccc2cc(C(=O)Nc3ccccc3C(=O)N3CCOCC3)oc12 | -27 | . | 7 | 2 | -2.0 | 2 | 4 | 9 | -4 | -7
O=C(COC(=O)c1ccccc1Sc1ccc(C(F)(F)F)cc1[N+](=O)[O-])NC(=O)NC1CCCC1 | -16 | -0.3 | 7 | -1 | 3.6 | -3 | -5 | -18 | -1 | 4
COCCNC(=O)C(=O)N/N=C(\C)CC(=O)Nc1ccc2c(c1)OCO2 | 11 | 2.1 | -5 | 1 | -3.3 | -6 | -3 | 17 | -1 | 2
CC(=O)N[C@@H](Cc1c[nH]c2ccccc12)C(=O)NC1CC1 | 18 | -0.2 | -5 | -2 | -2.7 | -1 | 9 | 13 | -2 | -4
Cc1ccc(N(CC(=O)N/N=C/c2cccs2)S(C)(=O)=O)cc1Cl | 3 | 7.1 | 1 | -2 | 5.1 | -1 | -6 | -23 | -2 | -3
O=c1[nH]c2cc3c(cc2cc1C(c1nnnn1CC1CCCO1)N1CCCC1)OCO3 (stereo unspecified) | -18 | 0.5 | 6 | 14 | 1.6 | 4 | -3 | -9 | -7 | -4

New compounds follow:
SMILES | HTR5A inv ag | LANA DNA inh | HTR5A ag | V-ATPase pHluor | MOR-DOR ag | Keap1 Nrf2 FP | CAL-PDZ inh HTS | MOR-DOR inv ag | RTF Ca sens act | RTF Ca sens inh
Cc1cccc(C)c1NC(=O)CN(C)C(=O)c1cc([N+](=O)[O-])ccc1N1CCOCC1 | -9 | -1.1 | 4 | 0 | -2.8 | -4 | . | 11 | 2 | 3
CCOC(=O)CSC1=N/C(=C\c2ccc(OC)c(OC)c2)C(=O)N1C | -8 | 0.5 | 8 | -1 | -3.5 | -1 | . | 19 | -6 | 2
O=C(NCc1ccc(F)cc1)C1CCCN1C(=O)NCc1ccccc1 (stereo unspecified) | -11 | -1.1 | 4 | 1 | -2.4 | 2 | -1 | 14 | -7 | 3
C=CCN(CC=C)c1nc2ccccc2nc1C(C#N)C(=O)OC(C)C (stereo unspecified) | -22 | 3.3 | 4 | -2 | -0.8 | -5 | -2 | 4 | 5 | -15
Cc1ccc(S(=O)(=O)CCc2nc3ccccc3n2CCC#N)cc1 | 9 | 0.7 | -3 | 3 | -0.3 | -1 | 1 | 2 | 10 | -3
Cc1cc2c(cc1S(=O)(=O)CCC(=O)N1CC(C)CC(C)C1)OCC(=O)N2 (stereo unspecified) | 16 | -0.5 | -3 | -6 | -2.3 | -5 | . | 12 | 4 | 3
Cc1cc(C)c2nc(Nc3nc(-c4ccccc4)cc(=O)[nH]3)nc(C)c2c1 | 13 | -1.1 | -3 | -2 | 0.5 | -1 | 2 | -2 | -1 | 2
O=C(CCCCCN1C(=O)[C@@H]2Cc3ccccc3CN2C1=O)N[C@@H](Cc1ccc(O)cc1)C(=O)O | -4 | 0.0 | 0 | -2 | -1.9 | -2 | 0 | 9 | 2 | -6
